SR-BI DiI inh = inhibitors of mouse SR-BI mediated HDL lipid uptake | Q61009 | ldlA[mSR-BI] CHO cells, DiI-HDL uptake fluorescence, 3 h | inhibition, % at 12.5 µM | 320,000 compounds, 0.96% hits | AID 488896;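 active = mean replicate inhibition of at least 70% and a set share of replicates each scoring 70 or more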;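 also: 0% = median of neutral control wells and 100% = median of positive control wells; values of inactives mirror those of a sister screen read the other way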
Target sequence (Q61009 whole entry, looked up): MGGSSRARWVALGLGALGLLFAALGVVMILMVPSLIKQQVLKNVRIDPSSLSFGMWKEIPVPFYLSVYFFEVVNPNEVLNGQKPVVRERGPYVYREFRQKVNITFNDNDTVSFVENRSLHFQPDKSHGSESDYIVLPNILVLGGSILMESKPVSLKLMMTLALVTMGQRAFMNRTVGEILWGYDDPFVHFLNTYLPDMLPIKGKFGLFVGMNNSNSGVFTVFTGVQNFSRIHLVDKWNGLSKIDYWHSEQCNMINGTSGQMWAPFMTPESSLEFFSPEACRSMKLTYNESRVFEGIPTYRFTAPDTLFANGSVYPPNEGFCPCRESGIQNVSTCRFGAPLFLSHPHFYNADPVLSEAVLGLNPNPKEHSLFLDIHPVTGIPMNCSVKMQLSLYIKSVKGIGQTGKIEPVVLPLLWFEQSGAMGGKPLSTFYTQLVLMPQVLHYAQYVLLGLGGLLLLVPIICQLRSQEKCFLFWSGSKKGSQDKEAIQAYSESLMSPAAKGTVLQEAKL
dFosB activator = mouse delta FosB homodimer activation. activation, % at 25 µM. AID 493131. P13346. purified delta FosB, TAMRA-CDK5 oligo fluorescence polarization; percent of positive-control signal above neutral wells. 340,000 compounds, 0.99% hits;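 active = mean activation above about 17%, with every replicate also reaching it, limit read from the data, passing the limit was not always enough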;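 also: fluorescence polarization rise as delta FosB binds a TAMRA Cdk5 AP-1 oligo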
SR-BI uptake up = enhances SR-BI lipid uptake from DiI-HDL | CHO ldlA[mSR-BI] cells, DiI-HDL uptake fluorescence, 3 h; 100 = double the neutral-control signal | activation, % at 12.5 µM | 320,000 compounds, 0.096% hits;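 active = mean replicate activation of at least 60% and every replicate at or above 60%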;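 also: 0% = median plate neutral-control signal and 100% = twice that signal; values of inactives mirror those of a sister screen read the other way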
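Material: SR-BI-overexpressing, LDLR-lacking CHO cells; schedule: compound exposure 3 h, 37 °C; reagent: DiI-labelled HDL at 10 µg/mL final; technique: bottom-read fluorescence, 550/595 nm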
Mot1-301 SUMO = SUMOylation pathway inhibition by Mot1-301 growth rescue; 320,000 compounds, 1% hits; S. cerevisiae Mot1-301 growth rescue, ATP luminescence, 38.5C; percent above DMSO median, 100 means doubled; growth rescue, % at 18.8 µM;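 active = every valid replicate shows activation above 250% relative to neutral control wells; inactive = the rest, any valid replicate at or below 250%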;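 also: OY570 slx delta 5 strain wells were the positive control but not used for scaling; some compounds called inactive have numbers as strong as hits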
PKA-R1A activ = PKA-R1A complex activation | AID 504707 | PKA-R1A dissociation, Cy5-IP20 fluorescence polarization; scaled: DMSO 0%, 113 µM cGMP 100% | P00514+P68181 | 340,000 compounds, 0.083% hits | activation, % at 11.4 µM;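 active = percent activation above the mean of all tested compounds plus 3 SD, cut at about 19% in these data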;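 also: higher means more PKAc released from R1A so a rise in polarization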
PKA-R2B act = activates the human PKA-R2B holoenzyme complex | P22694+P31323 | PKA-R2B holoenzyme dissociation, Cy5-IP20 fluorescence polarization; R2B truncated from residue 108, S112A mutant; 0% DMSO only, 100% 113 µM cGMP | activation, % at 11.4 µM | 340,000 compounds, 0.079% hits;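 active = activation above a cutoff set at the mean over all compounds plus 3 SD, cut at about 18% in these data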;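 also: higher means more holoenzyme dissociation and a rise in polarization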
Target sequence (P31323 whole entry, looked up, other chains not shown, the tested form may be a part): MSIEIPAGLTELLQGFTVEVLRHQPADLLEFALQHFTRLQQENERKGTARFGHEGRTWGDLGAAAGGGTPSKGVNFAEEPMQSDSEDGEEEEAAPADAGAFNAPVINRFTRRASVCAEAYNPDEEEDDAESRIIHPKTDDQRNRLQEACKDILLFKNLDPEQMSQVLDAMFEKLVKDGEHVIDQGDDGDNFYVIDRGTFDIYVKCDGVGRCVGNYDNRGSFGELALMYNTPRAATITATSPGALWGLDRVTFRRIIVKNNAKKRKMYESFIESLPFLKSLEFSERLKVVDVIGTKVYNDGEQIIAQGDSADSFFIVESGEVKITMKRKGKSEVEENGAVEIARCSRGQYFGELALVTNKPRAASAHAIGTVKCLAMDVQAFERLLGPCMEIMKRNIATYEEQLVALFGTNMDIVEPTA
Arr AP2 block = human beta-arrestin and AP2 interaction inhibition; FITC-arrestin peptide / GST-AP2 beads, flow cytometry; AP2 beta2 appendage carries R879A mutation; inhibition, % at 10 µM; 340,000 compounds, 0.31% hits; AID 504490;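 active = inhibition above a set limit, near 3 SD of compounds lacking own fluorescence, cut at about 54% in these data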;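 also: plate controls were DMSO wells for no effect and 5 µM unlabelled arrestin peptide for full effect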
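system = GST-tagged AP2 beta2-adaptin appendage (R879A) on 4 µm glutathione beads | reagent = FITC-labelled arrestin peptide probe, 50 nM final | schedule = compound with beads 12 min RT, then probe 1 h RT | signal = HyperCyt-sampled flow cytometry, FL1 channel, ex 488/em 535 nm | read-out = percent response from loss of bead-bound FITC fluorescence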
CDK5 inh = inhibitors of human CDK5/p35 kinase; Recombinant CDK5/p35, ADP-Glo luminescence, 60 min; inhibition, % at 10 µM; 330,000 compounds, 0.01% hits; AID 488839;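 active = highest replicate inhibition of at least 50% and at least 75% of replicates reaching 50%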;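 also: plate controls were DMSO neutral control for no effect and GW8510 at 10 µM for full effect; many of its hits are not listed in these tables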
NSD2 HMT inh = blocks human histone methyltransferase NSD2 | O96028 | NSD2 peptide methylation, AlphaScreen, 120 min | inhibition, % at 12.5 µM | 310,000 compounds, 0.54% hits | AID 743445; in the data active = inhibition above about 50%
MITF act = increases MITF-driven TRPM1 promoter luciferase signal. SK-MEL-5 TRPM1-promoter luciferase, 24 h; % of positive control, neutral wells = 0. activation, % at 12.5 µM. 300,000 compounds, 0.75% hits. AID 588334;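 active = mean activation of at least 80% with every replicate also reaching 80%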;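 also: 0% = neutral control wells and 100% = parthenolide positive control wells; values of inactives mirror those of a sister screen read the other way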
DSG3 Ab inh = blocks pemphigus antibody binding to human desmoglein-3; DSG3-coupled beads, scFv-anti-DSG3-GFP binding, flow cytometry; stronger effect = lower value; binding (percent of control), % at 10 µM; 310,000 compounds, 0.48% hits; AID 588358;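 active = binding more than 3 SD below its plate's average and above zero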; also: some compounds called inactive have numbers as strong as hits
The depositor's hits bear a star; nt = no result given.

Every second line gives: PKA-R2B act, MITF act, SR-BI DiI inh, Mot1-301 SUMO, NSD2 HMT inh, DSG3 Ab inh, PKA-R1A activ, CDK5 inh, dFosB activator, SR-BI uptake up, Arr AP2 block
1	CC(O)CC(C)O (centres undefined)
 : 1, -4, -4, -15, nt, 100, -6, -4.1, 5, 4, -8
2	CCCCS(=O)(=O)Nc1ccc2c(c1)ncn2C1CCCCC1
 : 5, -2, 16, 26, -1, 96, 8, -3.3, -13, -16, -10
3	Cc1nnc(SCC(=O)NCc2cccs2)[nH]c1=O
 : 8, 4, -15, -10, -2, 98, 0, -0.4, 2, 15, 0
4	CC(C)Oc1cccc(C(=O)Nc2ccc(Br)cc2F)c1
 : -10, 101*, 3, 58, 7, 103, -15, 0.1, 3, -3, 13
5	Clc1ccc(C#Cc2cccnc2)cc1
 : -10, 109*, 1, 59, nt, 101, -4, -0.1, 2, -1, 2
6	O=C(NC(=S)Nn1cnnc1)c1ccc(F)cc1Cl
 : -3, -5, nt, -3, 4, 99, 6, -0.4, -5, nt, 15
7	Cc1ccccc1Nc1c([N+](=O)[O-])cncc1[N+](=O)[O-]
 : -13, nt, 19, -7, 7, 104, -3, -1.5, 10, -19, -3
8	Cc1ccc(OC(=O)NC2CCS(=O)(=O)C2)cc1C (centres undefined)
 : 2, 11, -3, 11, 7, 100, 1, 0.0, 2, 3, -6
9	O=c1cc(CN2CCN(c3ccccc3O)CC2)nc2sccn12
 : -5, 2, -20, 482, 2, 100, -10, 1.4, -4, 20, 5
10	Cc1ccc(NC(=O)C2CCCN(S(=O)(=O)c3c(C)noc3C)C2)cc1 (centres undefined)
 : 2, 2, -9, -8, -1, 102, -9, 1.7, -4, 9, -21
11	Cc1ccc(S(=O)(=O)N/N=C/c2cc(Br)ccc2O)cc1
 : -8, -12, 14, 35, 7, 91, -9, 0.3, 4, -14, 27
12	CCCCC1(CC(=O)OC)C(=O)N(c2ccccc2)N(c2ccccc2)C1=O
 : -6, 5, -46, -11, -5, 96, -10, 1.4, 1, 46, -7
13	Cc1c(C(=O)C(=O)NCCC2=CCCCC2)c2ccccc2n1C
 : -8, -3, -19, -2, -1, nt, -3, 3.5, -13, 19, 9
14	CCOC(=O)CN(c1ccccc1C)S(=O)(=O)c1ccc(Cl)cc1
 : 0, 7, 7, -19, -2, 100, -7, -0.5, -6, -7, -16
15	Cc1cccc(-n2ncc3c(N(CCO)CCO)ncnc32)c1
 : 8, 57, -2, -25, nt, 95, 1, -0.1, -2, 2, 7
16	C=CCN1CCN(C(=O)c2c(-c3ccccc3)noc2C)CC1
 : -6, -12, 0, 1, 2, 99, 1, -1.0, -1, 0, 1
17	OC(CNCC(c1ccc(Cl)cc1Cl)c1c[nH]c2ccccc12)c1ccccc1 (centres undefined)
 : -8, -99, -8, 36, -1, 124, -16, -0.7, 83*, 8, -1
18	Cc1c(C(=O)Nc2cccc(C(F)(F)F)c2)oc2ccc(S(=O)(=O)N3CCOCC3)cc12
 : -5, -40, 29, -21, 3, 103, -3, -0.5, -1, -29, 22
19	Clc1cccc(CSc2nnc(-c3c[nH]c4ccccc34)o2)c1
 : 7, 4, -21, 8, 0, 101, 6, -1.1, 0, 21, -4
20	CC(C)c1cc(C(=O)Nc2cc(Cl)ccc2O)no1
 : -11, 62, -5, -4, -4, 101, -17, 0.9, 5, 5, 26
21	c1cncc(-c2nnc(-c3cccnc3)nn2)c1
 : 18, nt, -14, -9, 4, 102, 4, 0.6, 2, 14, 9
22	Cn1cccc1C(=O)NCC1COc2ccccc2O1 (centres undefined)
 : -5, 88*, -16, nt, nt, 111, 7, 0.4, 0, 16, -4
23	CCCCn1ccnc1C
 : -2, -6, -2, 4, -2, 81, 1, 1.5, 3, 2, 4
24	Cc1ccc(NC(=O)CN2C(=O)NC(C)(c3ccc(Cl)cc3)C2=O)cc1S(=O)(=O)N1CCOCC1 (centres undefined)
 : -4, -4, -9, -10, 0, nt, -8, -0.4, -19, 9, -2
25	O=S(=O)(Nc1ccc(Oc2ncccn2)c(Cl)c1)c1ccc(Cl)cc1
 : -10, 10, -12, 16, -4, nt, -4, 0.7, -1, 12, -1
26	O=C(NCc1ccccc1)c1cc2ccccc2oc1=O
 : 5, 59, -11, -3, 29, 100, -9, -0.7, 0, 11, 1
27	CC1=C(C(=O)NC2CCCc3c2cnn3-c2cccc(C)c2C)OCCO1 (centres undefined)
 : 0, -16, 5, -13, -1, 107, 3, 0.2, -8, -5, 1
28	COc1ccccc1N1CCN(C(=O)c2ccccc2NC(=O)C2CCCCC2C(=O)O)CC1 (centres undefined)
 : 2, -5, 2, 10, 1, 100, -5, 0.2, 3, -2, 46
29	CCN(CC)S(=O)(=O)c1ccc(N2CCN(C)CC2)c(NC(=O)COc2ccc(F)cc2Cl)c1
 : -5, 3, -13, nt, 5, 108, 4, -9.0, -5, 13, -5
30	CC(=O)Nc1ccc(S(=O)(=O)Nc2cccc(C(=O)NC(C)(C)C)c2)cc1
 : -8, -3, -6, -1, -1, nt, 6, -1.4, -1, 6, -4
31	COc1ccc(N(C(C)C(=O)Nc2ccc(S(=O)(=O)N3CCOCC3)cc2)S(C)(=O)=O)cc1 (centres undefined)
 : 0, -4, 4, 15, -3, 104, 8, 0.6, -8, -4, 3
32	FC(F)(F)c1nnc2sc(-c3ccncc3)nn12
 : 5, -6, -4, 8, -4, 98, 0, -1.4, 3, 4, -9
33	CC1CCCC(NC(=O)COC(=O)[C@@H](NC(=O)c2ccco2)C(C)C)C1C (some centres undefined)
 : -3, -1, -7, 50, -2, 88, 4, 0.3, -2, 7, 3
34	NC1=NC2(CCC(c3ccccc3)CC2)n2c(nc3ccccc32)N1 (centres undefined)
 : -8, 1, 19, -31, 8, 105, -3, 1.6, 34*, -19, 2
35	O=C(c1ccc(F)cc1)C1CCN(C(=S)NCC2CCCO2)CC1 (centres undefined)
 : -4, -2, -3, -4, -3, 103, -1, -2.3, -2, 3, -5
36	O=C(CSc1nnnn1C1CCCC1)N1CCCCC1
 : 5, 30, nt, nt, nt, 101, 0, -1.0, -6, nt, 5
37	Cc1onc(-c2ccccc2)c1C(=O)c1c[nH]c(C(=O)NCc2ccncc2)c1
 : -7, 7, -2, -9, -1, 99, 5, -1.4, 2, 2, -2
38	CC1(c2nnc(Cc3ccccc3)o2)CC(c2ccccc2)=NO1 (centres undefined)
 : -11, -3, -19, -2, nt, 104, -1, 0.9, -3, 19, 9
39	NS(=O)(=O)c1ccc(CCNC(=S)NC(=O)c2ccccc2Br)cc1
 : 0, 7, 25, 0, -9, nt, 6, -0.5, 2, -25, 4
40	COc1cc(C2Nc3ccccc3NC3=C2C(=O)CC(c2ccc(OC)c(OC)c2)C3)ccc1O (centres undefined)
 : 9, -7, 17, 439, 9, 101, 6, 1.7, -3, -12, 5
41	O=C(C1CCN(CC2CCCCC2)CC1)N1CCCC1
 : -4, nt, -16, -11, nt, 102, 14, 0.0, 3, 16, 8
42	O=C(CCC(=O)c1ccc(F)cc1)Nc1cccc(C(F)(F)F)c1
 : 7, 2, -37, 321, -1, 83, -2, 1.2, -6, 37, 3
43	COC(=O)C(CCCN1C(=O)c2ccccc2C1=O)(NC(C)=O)c1nnn(C)n1 (centres undefined)
 : 9, -2, -18, 7, nt, 102, -8, 1.5, -5, 18, 5
44	O=C(Cn1cnc(S(=O)(=O)N2CCCC2)c1)Nc1cccc(F)c1
 : 3, -3, -21, -14, 1, 104, 6, 0.1, -4, 21, 2
45	O=C1CSC(c2cccnc2)N1c1cccc(Cl)c1 (centres undefined)
 : -2, 3, 7, 21, 0, 100, 4, -2.3, 7, -7, -6
46	CC1=C(C(=O)Nc2ccc(Cl)cc2)C(c2cccs2)n2nnnc2N1 (centres undefined)
 : -2, -3, 14, -6, 2, 104, -4, -7.4, -6, -14, -3
47	CCOc1ccc(CNCCN2CCCC2)cc1
 : -10, nt, 12, 17, 7, 108, -13, -0.1, -2, -12, -4
48	CC1CCC(NC(=O)CC(C)(C)Cc2nc3ccccc3c(=O)[nH]2)CC1 (centres undefined)
 : 9, -4, -10, 7, -2, 102, 7, -1.8, -7, 10, -6
49	COc1ccc(Br)cc1/C(C)=N/NC1=NCCN1
 : 13, -13, -32, 7, 4, 101, 1, 0.5, -6, 32, 23
50	O=C(CSc1nnc(-c2cccs2)o1)N1CCc2ccccc21
 : -2, nt, -10, 22, nt, 100, 2, -0.5, -8, 10, -4
51	Cc1cccc(CSc2nc3c(c(=O)[nH]2)CCCC3)c1
 : -2, 10, 5, 241, -2, 98, -2, 2.2, -5, -5, -6
52	O=C(COC(=O)c1ccc(F)cc1Cl)NC(=O)NC1CCCC1
 : 1, -3, 0, 38, 1, 93, -25, -0.6, -4, 0, -4
53	COC(=O)CC1C(=O)NCCN1C(=O)Nc1ccc(Cl)c(Cl)c1 (centres undefined)
 : 2, -3, -14, 7, -1, 94, 5, -3.3, -12, 14, 18

dFosB activator, entries above that show a hit
Every second line gives: PKA-R2B act, MITF act, SR-BI DiI inh, Mot1-301 SUMO, NSD2 HMT inh, DSG3 Ab inh, PKA-R1A activ, CDK5 inh, dFosB activator, SR-BI uptake up, Arr AP2 block
17	OC(CNCC(c1ccc(Cl)cc1Cl)c1c[nH]c2ccccc12)c1ccccc1 (centres undefined)
 : -8, -99, -8, 36, -1, 124, -16, -0.7, 83*, 8, -1
34	NC1=NC2(CCC(c3ccccc3)CC2)n2c(nc3ccccc32)N1 (centres undefined)
 : -8, 1, 19, -31, 8, 105, -3, 1.6, 34*, -19, 2

Screens from PubChem BioAssay.
